Source: PubChem BioAssay (National Center for Advancing Translational Sciences (NCATS))
Epigenetic reg – regulators of epigenetic silencing causing reporter derepression in mouse cells | hit rate 0.2% among 280,000 | Potency, µM (titrated, usually from 53.9 µM), inactives show at the highest dose GFP activation, actives largely listed as activators | murine LDR cells, GFP reporter derepression, 30 h | AID 1865; active = well fitted activation curve with a large enough effect; inconclusive = small, poorly fitted or top-dose-only effect; also: % of control where 0% means no effect; nearly all actives have a fitted effect of over 60% in size
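Derepression of a silenced CMV-GFP reporter in murine LDR cells is scored by enumerating GFP-positive cells with a laser-scanning microplate cytometer after 30 hours of treatment at 37 C.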
LMNA splice mod – changes lamin A minigene splicing in HeLa cells. HeLa LMNA splicing GFP/RFP minigene ratio, 48 h. Potency, µM (doses to about 46.1 µM), inactives show top-dose ratio change, negative = inhibition, most hits filed as inhibitors. hit rate 0.01% among 200,000; active = well fitted inhibition curve with a large enough effect in the signal ratio, with a control signal flat, not every such curve was filed as active; inconclusive = small, poorly fitted or top-dose-only effect, or effect the other way, or a change in a side signal; the % refers to the signal ratio; also: % is scaled to controls: 0 for no effect and ±100 for the full control effect
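S3 HeLa cells stably expressing lamin A-EGFP splicing minigene plus DsRed2, 600 cells/well, 48 h compound exposure at 37C. Laser-scanning cytometry; analysed as GFP (500-530 nm)/RFP (575-640 nm) total intensity ratio; 0.5% DMSO vehicle.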
* marks the source's active call; other numbers are inactive results; [ ] = another dose, or the depositor's remark. Potency is read from the fitted curve at half-maximal effect.

What do the screens show for `Oc1c(C(c2ccccc2)N2CCN(Cc3ccccc3)CC2)sc2nc(-c3ccco3)nn12` (stereo unspecified)?
Epigenetic reg: 2.8%; LMNA splice mod: inconclusive

Results for O=C(NCCS(=O)(=O)N1CCN(c2ccc(F)cc2)CC1)c1cccc(C(F)(F)F)c1 ?
Epigenetic reg: 0.8%; LMNA splice mod: inconclusive

What do the screens show for `CCc1ccccc1N1C(=O)N(CC(=O)c2ccc(OC)cc2)c2ccccc2S1(=O)=O`?
Epigenetic reg: -0.5%; LMNA splice mod: 15%[46 µM]

How did Cc1cccc(C(=O)OCc2cc(=O)n3ccsc3n2)c1 do in these assays?
Epigenetic reg: 1.1%; LMNA splice mod: 7%[46 µM]

How did CCOC(=O)c1c(NC(=O)c2ccccc2Cl)sc2c1CCCC2 do in these assays?
Epigenetic reg: 1.7%; LMNA splice mod: -29%[46 µM]

What do the screens show for `Cc1ccc(NC(=O)CCCn2c(=O)c3cccn3c3ccccc32)c(Cl)c1`?
Epigenetic reg: 2.8%; LMNA splice mod: 16%[46 µM]

Results for Cc1cc2c(cc1NC(=O)c1ccccc1Cl)n(C)c(=O)c(=O)n2C ?
Epigenetic reg: 1.5%; LMNA splice mod: inconclusive

What do the screens show for `CC(=O)Nc1cc(C(=O)NCc2ccc(C)cc2)ccc1S(=O)(=O)c1ccc(Cl)cc1`?
Epigenetic reg: 0.0%; LMNA splice mod: -1%[46 µM]

What do the screens show for `O=C(NCCCN1CCN(c2ccc(F)cc2)CC1)C1COc2ccccc2C1` (stereo unspecified)?
Epigenetic reg: -1.7%; LMNA splice mod: -24%[46 µM]

Results for COc1cc(OC)cc(C(=O)Nc2cccc(-c3cn4ccsc4n3)c2)c1 ?
Epigenetic reg: 1.4%; LMNA splice mod: inconclusive

How did CC(=O)Nc1ccc(S(=O)(=O)NCCc2cn3ccsc3n2)cc1 do in these assays?
Epigenetic reg: -2.6%; LMNA splice mod: -14%[46 µM]

How did COc1ccc(-c2nc(Cn3c(SCc4ccc(F)cc4)nc4cccnc43)c(C)o2)cc1 do in these assays?
Epigenetic reg: -1.2%; LMNA splice mod: -17%[46 µM]

How did Cc1cccc(NC(=O)Cn2nc(-c3ccccc3)c3cnc4ccccc4c32)c1 do in these assays?
Epigenetic reg: 5.2%; LMNA splice mod: inconclusive

How did COCCn1c(CNC(=O)c2cc(OC)c(OC)c(OC)c2)nc2cccnc21 do in these assays?
Epigenetic reg: 0.0%; LMNA splice mod: 20%[46 µM]

What do the screens show for `Cc1ccc(OCc2nnc(SCC(=O)Nc3ccccc3C(C)C)o2)cc1`?
Epigenetic reg: 0.0%; LMNA splice mod: inconclusive

Results for Cc1cc(NC(=O)CSc2nc3c([nH]c4ccccc43)c(=O)n2-c2ccccc2)no1 ?
Epigenetic reg: 1.4%; LMNA splice mod: -1%[46 µM]

How did CCOC(=O)c1c(NC(=O)CS(=O)(=O)c2ccc(C)cc2)sc2c1CCC(C)C2 (stereo unspecified) do in these assays?
Epigenetic reg: -3.0%; LMNA splice mod: 11%[46 µM]

What do the screens show for `CCc1c(-c2ccccc2)nc2ccccc2c1C(=O)NCCc1ccccc1`?
Epigenetic reg: 1.8%; LMNA splice mod: inconclusive

How did COC(=O)c1c(-c2ccc(Cl)cc2)noc1N1CCN(c2cccc(C)c2C)CC1 do in these assays?
Epigenetic reg: -1.7%; LMNA splice mod: inconclusive

What do the screens show for `CN(C)C(=O)c1ccc2c(c1)N(CC(=O)NCc1ccccc1Cl)C(=O)C1CCCCN21` (stereo unspecified)?
Epigenetic reg: -0.9%; LMNA splice mod: 8%[46 µM]

How did Cc1cc(C)cc(NC(=O)Cn2c(C)cc(C)c(C#N)c2=O)c1 do in these assays?
Epigenetic reg: -6.2%; LMNA splice mod: 8%[46 µM]

Results for COc1cccc(CNC(=O)Cn2c(=O)n3nc(-c4cccc(C)c4)nc3c3ccccc32)c1 ?
Epigenetic reg: inconclusive; LMNA splice mod: inconclusive

What do the screens show for `COc1ccccc1N1CCN(C(=O)c2c(C)oc3ncn(C)c(=O)c23)CC1`?
Epigenetic reg: 1.1%; LMNA splice mod: -20%[46 µM]

Results for CCOC(=O)c1c(S(=O)(=O)NCC(=O)Nc2cccc(SC)c2)c(C)n(C)c1C ?
Epigenetic reg: -0.5%; LMNA splice mod: 8%[46 µM]

What do the screens show for `CC(C)(C)C(=O)CSc1nc2ccsc2c(=O)n1Cc1ccccc1Cl`?
Epigenetic reg: -0.5%; LMNA splice mod: 18%[46 µM]

How did CC(=O)c1cc(-c2ccccc2)n(CCC(=O)Nc2nc3c(C)cccc3s2)c1C do in these assays?
Epigenetic reg: 3.2%; LMNA splice mod: -5%[46 µM]

Results for O=C(CCC1N=C2c3ccccc3N=C(SCc3ccccc3F)N2C1=O)NCCc1ccccc1 (stereo unspecified) ?
Epigenetic reg: -1.3%; LMNA splice mod: inconclusive

How did CC(=O)c1ccc(NC(=O)CCc2c(C)nn(-c3ccc4nnc(C)n4n3)c2C)cc1 do in these assays?
Epigenetic reg: 0.0%; LMNA splice mod: -10%[46 µM]

Results for Cc1nc2ccc(S(=O)(=O)N(CC(=O)Nc3ccc(F)cc3)Cc3ccccc3)cc2s1 ?
Epigenetic reg: 1.5%; LMNA splice mod: inconclusive

How did CC(C)(C)OC(=O)N1CCC(c2c(C(=O)NC3CCCCC3)cnn2-c2cccc(F)c2)CC1 do in these assays?
Epigenetic reg: 1.1%; LMNA splice mod: 0%[46 µM]

Results for Cc1nc(-c2ccc(S(=O)(=O)N(C)Cc3ccccc3)cc2)co1 ?
Epigenetic reg: 0.8%; LMNA splice mod: inconclusive

What do the screens show for `Cn1ccc2cc(S(=O)(=O)N3CCCC(C(=O)NCc4ccc(F)cc4)C3)ccc21` (stereo unspecified)?
Epigenetic reg: -0.9%; LMNA splice mod: inconclusive

How did COc1ccc(S(=O)(=O)NCC(c2ccco2)N2CCN(c3ccccc3F)CC2)cc1OC (stereo unspecified) do in these assays?
Epigenetic reg: 6.9%; LMNA splice mod: -11%[46 µM]

What do the screens show for `Fc1ccc(C(c2nnc(-c3ccccc3)o2)N2CCN(c3ccccc3)CC2)c(Cl)c1` (stereo unspecified)?
Epigenetic reg: 0.0%; LMNA splice mod: -18%[46 µM]

Results for COc1ccc(NC(=O)c2noc3c2CCCC3)cc1Cl ?
Epigenetic reg: 0.8%; LMNA splice mod: 4%[46 µM]

What do the screens show for `O=C(O)Cc1ccc(NC2(c3ccccc3)C(=O)c3ccccc3C2=O)cc1`?
Epigenetic reg: 3.8%; LMNA splice mod: -7%[46 µM]

How did CCC1CN(C(=O)N2CCC(C(=O)NCc3ccc(OC)cc3OC)CC2)c2cc(C)ccc2O1 (stereo unspecified) do in these assays?
Epigenetic reg: 0.0%; LMNA splice mod: 3%[46 µM]

What do the screens show for `Cc1ccc(NC(=O)CSc2nc3nccnc3c(=O)n2CCc2c[nH]c3ccccc23)cc1`?
Epigenetic reg: -1.6%; LMNA splice mod: inconclusive

How did O=C1CCSC2(C(=O)N(Cc3ccc(F)cc3)c3ccccc32)N1c1ccc(F)c(F)c1 (stereo unspecified) do in these assays?
Epigenetic reg: 2.1%; LMNA splice mod: inconclusive

How did COc1ccc(-c2nc(SCC(=O)Nc3c(C)cc(C)cc3C)n[nH]2)cc1 do in these assays?
Epigenetic reg: -2.5%; LMNA splice mod: 17%[46 µM]

What do the screens show for `Cc1ccccc1OCC(=O)OCc1cc(=O)n2nc(-c3cccs3)sc2n1`?
Epigenetic reg: 1.5%; LMNA splice mod: 3%[46 µM]

What do the screens show for `COC(=O)c1ccc(NC(=O)CN2CCN(S(=O)(=O)c3ccc(Br)cc3)CC2)cc1`?
Epigenetic reg: 0.8%; LMNA splice mod: inconclusive

How did CCN1CCN(c2ncnc3c2cnn3-c2ccc(C)c(C)c2)CC1 do in these assays?
Epigenetic reg: 0.0%; LMNA splice mod: -14%[46 µM]

What do the screens show for `O=C(NCCc1ccccc1)c1ccc2c(c1)nc1n2CCOC1`?
Epigenetic reg: 3.0%; LMNA splice mod: -1%[46 µM]

Results for COc1ccc(N2C(=O)CS(=O)(=O)C23C(=O)N(Cc2ccccc2)c2ccccc23)cc1 (stereo unspecified) ?
Epigenetic reg: -0.2%; LMNA splice mod: -4%[46 µM]

The list goes on, overlapping the part above by two compounds.
What do the screens show for `O=C(NCCc1ccccc1)c1ccc2c(c1)nc1n2CCOC1`?
Epigenetic reg: 3.0%; LMNA splice mod: -1%[46 µM]

Results for COc1ccc(N2C(=O)CS(=O)(=O)C23C(=O)N(Cc2ccccc2)c2ccccc23)cc1 (stereo unspecified) ?
Epigenetic reg: -0.2%; LMNA splice mod: -4%[46 µM]

Results for COc1ccc(CCNC(=O)c2cc(Sc3cccc(Cl)c3)nc3ccccc23)cc1OC ?
Epigenetic reg: -0.3%; LMNA splice mod: -17%[46 µM]

How did COc1cccc2[nH]c(C(=O)NCc3ccc4c(c3)CCN4C(=O)c3ccc(F)cc3)cc12 do in these assays?
Epigenetic reg: -0.5%; LMNA splice mod: -10%[46 µM]

What do the screens show for `O=C(Cc1ccccc1)N(Cc1cccnc1)c1nc2ccc(F)cc2s1`?
Epigenetic reg: 1.0%; LMNA splice mod: -2%[46 µM]

What do the screens show for `Cc1ccc(C2=NN(CCC(=O)NCCc3cccc(C)c3)C(=O)CC2)cc1`?
Epigenetic reg: 0.0%; LMNA splice mod: 3%[46 µM]

Results for CCOC(=O)c1ccccc1NC(=O)COc1ccccc1-c1nnc(-c2ccccc2)o1 ?
Epigenetic reg: 0.0%; LMNA splice mod: -20%[46 µM]

How did O=C(NC1CC(=O)N(c2cccc(F)c2)C1)C1CCCC1 (stereo unspecified) do in these assays?
Epigenetic reg: -2.6%; LMNA splice mod: 3%[46 µM]

How did CCOc1cc(C(=O)NCCc2sc(-c3ccc(F)cc3)nc2C)cc(OCC)c1OCC do in these assays?
Epigenetic reg: 1.8%; LMNA splice mod: inconclusive

Results for Cc1oc(-c2ccc(Cl)cc2)nc1CSc1nc2ncccc2[nH]1 ?
Epigenetic reg: -1.2%; LMNA splice mod: 15%[46 µM]

Results for Cc1cc(C)c(NC(=O)CSc2nc(=O)[nH]c3c2CCCC3)c(C)c1 ?
Epigenetic reg: 9.1%; LMNA splice mod: 0%[46 µM]

Results for Cc1cc(C)nc(-n2nc(C)c3c2N(C)C(=O)CC3c2ccc(Cl)cc2)n1 (stereo unspecified) ?
Epigenetic reg: -1.6%; LMNA splice mod: -6%[46 µM]

How did COc1ccc(-c2nc3scc(CCNS(=O)(=O)c4c(C)noc4C)n3n2)cc1 do in these assays?
Epigenetic reg: 1.2%; LMNA splice mod: 19%[46 µM]

What do the screens show for `COc1ccc(-c2noc(N3CCC(C(=O)Nc4cccc(C)c4C)CC3)n2)cc1`?
Epigenetic reg: 4.1%; LMNA splice mod: -3%[46 µM]

Results for CCOc1ccc(OCC)c(NC(=O)c2cnc(SC)nc2-c2ccccc2)c1 ?
Epigenetic reg: -1.2%; LMNA splice mod: inconclusive

How did COc1cccc(Nc2sc(C(=O)c3ccc4c(c3)OCO4)c(N)c2S(=O)(=O)c2ccccc2)c1 do in these assays?
Epigenetic reg: -0.9%; LMNA splice mod: -1%[46 µM]

How did Cc1nnc(NC(=O)CSc2nccn2Cc2ccccc2)s1 do in these assays?
Epigenetic reg: -2.1%; LMNA splice mod: inconclusive

Results for COc1ccc(-c2cn3nc(N4CCCC(C(=O)Nc5ccc(Cl)cc5C)C4)sc3n2)cc1 (stereo unspecified) ?
Epigenetic reg: 8.6%; LMNA splice mod: 5%[46 µM]

Results for C=Cc1ccc(CN2C(=O)N(c3ccc(C)c(C)c3)S(=O)(=O)c3ccccc32)cc1 ?
Epigenetic reg: -0.2%; LMNA splice mod: -8%[46 µM]

What do the screens show for `Cc1ccc(CCNC(=O)c2ccc(CSCc3ccccc3C)o2)cc1`?
Epigenetic reg: -0.2%; LMNA splice mod: inconclusive

What do the screens show for `COC(=O)CSc1nc2c(cnn2-c2ccc(F)cc2)c(=O)[nH]1`?
Epigenetic reg: 0.0%; LMNA splice mod: -12%[46 µM]

What do the screens show for `CCN(CC)c1nc2ccccc2nc1C(=O)Nc1ccc(C(C)=O)cc1`?
Epigenetic reg: -1.3%; LMNA splice mod: inconclusive

Gathered by group: those above with an NH in an aromatic ring.
Results for Cc1cc(NC(=O)CSc2nc3c([nH]c4ccccc43)c(=O)n2-c2ccccc2)no1 ?
Epigenetic reg: 1.4%; LMNA splice mod: -1%[46 µM]

What do the screens show for `Cc1ccc(NC(=O)CSc2nc3nccnc3c(=O)n2CCc2c[nH]c3ccccc23)cc1`?
Epigenetic reg: -1.6%; LMNA splice mod: inconclusive

How did COc1ccc(-c2nc(SCC(=O)Nc3c(C)cc(C)cc3C)n[nH]2)cc1 do in these assays?
Epigenetic reg: -2.5%; LMNA splice mod: 17%[46 µM]

How did COc1cccc2[nH]c(C(=O)NCc3ccc4c(c3)CCN4C(=O)c3ccc(F)cc3)cc12 do in these assays?
Epigenetic reg: -0.5%; LMNA splice mod: -10%[46 µM]

Results for Cc1oc(-c2ccc(Cl)cc2)nc1CSc1nc2ncccc2[nH]1 ?
Epigenetic reg: -1.2%; LMNA splice mod: 15%[46 µM]

Results for Cc1cc(C)c(NC(=O)CSc2nc(=O)[nH]c3c2CCCC3)c(C)c1 ?
Epigenetic reg: 9.1%; LMNA splice mod: 0%[46 µM]

What do the screens show for `COC(=O)CSc1nc2c(cnn2-c2ccc(F)cc2)c(=O)[nH]1`?
Epigenetic reg: 0.0%; LMNA splice mod: -12%[46 µM]

Some of the compounds tested, so the mix of outcomes need not match the whole.
